# Bioassay records deposited in PubChem BioAssay by several laboratories.
# Y pestis TopoI: Y. pestis Topo-I inhibition via cleavage products. 0.064% of 360,000 active. Y. pestis Topo-I cleavage product accumulation, plate reader. activity, % at 10 µM; in the data active = activity above about 50%, passing the limit was not always enough; note: inactives centre near 2
# SARS 3CLpro inh: SARS-CoV 3CLpro protease inhibition | recombinant SARS-CoV 3CLpro, quenched FRET peptide cleavage | 0.14% of 290,000 active | AID 1706 | P0C6X7 | inhibition, % at 6 µM; in the data active = inhibition above about 12%
# Rv3671c protease: inhibitors of M. tuberculosis serine protease Rv3671c; P9WHR9; inhibition, % at 5.96 µM; 0.048% of 320,000 active; AID 2606; in the data active = inhibition above about 38%;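 note: extracellular domain of Rv3671c used as enzyme; 0% = enzyme with DMSO and 100% = no enzyme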
# Target sequence (P9WHR9 whole entry, looked up, the tested form may be a part): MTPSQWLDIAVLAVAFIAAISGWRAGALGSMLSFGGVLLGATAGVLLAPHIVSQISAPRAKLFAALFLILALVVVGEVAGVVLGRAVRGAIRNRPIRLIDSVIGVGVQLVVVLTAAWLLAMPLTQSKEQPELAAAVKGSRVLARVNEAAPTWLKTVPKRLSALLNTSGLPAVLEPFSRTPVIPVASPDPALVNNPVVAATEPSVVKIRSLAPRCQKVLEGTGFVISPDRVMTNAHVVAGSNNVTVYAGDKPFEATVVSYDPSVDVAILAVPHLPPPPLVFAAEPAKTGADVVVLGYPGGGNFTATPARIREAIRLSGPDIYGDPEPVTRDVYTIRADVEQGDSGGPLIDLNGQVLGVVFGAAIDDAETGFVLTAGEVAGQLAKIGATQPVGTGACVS
# MazEF act: increases E. coli MazEF RNase cleavage of RNA; P0AE70; FAM/BHQ RNA-DNA oligo cleavage fluorescence, 5 h; activation, % at 20 µM; 0.32% of 350,000 active; AID 504720; in the data active = activation above about 50%
# Target sequence (P0AE70 whole entry, looked up): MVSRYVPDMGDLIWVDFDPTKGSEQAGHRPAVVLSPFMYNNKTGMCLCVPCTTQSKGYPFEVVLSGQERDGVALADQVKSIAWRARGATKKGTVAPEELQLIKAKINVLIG
# Anthrax LF prot: inhibitors of Bacillus anthracis lethal factor protease | P15917 | multiplex microsphere protease cleavage assay, LF | inhibition, % at 10 µM | 0.12% of 360,000 active; in the data active = inhibition above about 30%; note: plate controls were buffer without enzyme for full effect and enzyme alone for no effect
# Vc quorum ag: inducers of Vibrio cholerae quorum light production without autoinducers. V. cholerae BH1578 lux reporter, luminescence, 6 h. activation, % at 18.7 µM. 0.16% of 350,000 active; in the data active = activation mostly above about 9.7%, no sharp cut-off; note: not every result past the cut was called active; inactives centre near 0; reference of the scale not given here
# TcdB inh: blocks C. difficile toxin B glycohydrolase activity; P18177; TcdB glycohydrolase enzymatic assay, plate reader; inhibition, % at 9.99 µM; 0.24% of 350,000 active; AID 652162; in the data active = inhibition above about 10%
# PfHsp40 yeast: restores yeast growth despite PfHsp40 toxicity; 0.68% of 340,000 active; AID 504582; growth rescue, % at 12.5 µM; S. cerevisiae expressing PfHsp40, growth rescue, ATP luminescence; in the data active = growth rescue above about 28%, passing the limit was not always enough;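 note: yeast W303a lacking pdr1 and pdr3 grown in galactose medium; growth measured after three days at 30 °C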
# VHR inh abs: blocks human VHR1 dual specificity phosphatase | P51452 | recombinant VHR phosphatase, pNPP absorbance | 0.52% of 290,000 active | inhibition, % at 13.3 µM | AID 1654; in the data active = inhibition above about 50%; note: some compounds called inactive have numbers as strong as hits
# Target sequence (P51452 whole entry, looked up): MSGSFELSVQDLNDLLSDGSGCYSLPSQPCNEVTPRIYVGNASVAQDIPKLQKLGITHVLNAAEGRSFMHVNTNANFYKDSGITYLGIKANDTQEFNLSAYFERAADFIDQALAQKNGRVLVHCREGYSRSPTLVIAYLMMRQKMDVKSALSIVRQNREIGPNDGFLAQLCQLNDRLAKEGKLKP
# SSB-PriA inh: K. pneumoniae PriA-SSBct interaction inhibition; inhibition, % at 33 µM; AlphaScreen SSBct-PriA binding, biotinylated peptide; 0.6% of 430,000 active; in the data active = inhibition mostly above about 37%, no sharp cut-off; inactive = mostly below about 20%;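 note: plate controls were negative control peptide for no effect and reference peptide for full effect; strong numbers were not always called active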
# * marks the source's active call; other numbers are inactive results; i = inactive; x = no result given; & = joins results of further samples. Not all compounds are listed; the hit share may differ from the screen's.
# The first seven records as a preview:
SMILES,Y pestis TopoI,SARS 3CLpro inh,Rv3671c protease,MazEF act,Anthrax LF prot,Vc quorum ag,TcdB inh,PfHsp40 yeast,VHR inh abs,SSB-PriA inh
O=C(Nc1ccc2c(c1)CCC2)C1CCCO1 (stereo not given),0,3,-5,8,2,2.9,5.7,1.1,27,-15
COc1ccc(/C(C)=N/Nc2nc3ccccc3nc2C)cc1OC,-1,0,5,-2,12,-0.6,-7.3,-0.5,-2,x
CC1CCN(CC(O)COC2CC(C)CCC2C(C)C)CC1 (stereo not given),-1,5,0,6,-1,i,-0.5,-0.3,38,-16
Cn1nc(-c2ccccc2)c(CSc2cccc(Cl)c2)c1Cl,7,-2,2,5,0,-1.2,x,1.3,-2,-44
COc1ccc(C)cc1N(CC(=O)NCCSCc1cccc(Cl)c1)S(C)(=O)=O,25,-2,-20,-4,8,-0.2,0.9,0.7,10,-2
Cc1cc(C(F)(F)F)n(-c2ccc(N)cc2)n1,0,6,-11,9,-4,-1.4,0.2,0.6,4,9
O=C1OC(/C(=C\NCc2ccccc2)[N+](=O)[O-])c2ccccc21 (stereo not given),5,9,9,4,1,0.2,0.9,-0.2,6,4

# The listing (from the top)
SMILES,Y pestis TopoI,SARS 3CLpro inh,Rv3671c protease,MazEF act,Anthrax LF prot,Vc quorum ag,TcdB inh,PfHsp40 yeast,VHR inh abs,SSB-PriA inh
O=C(Nc1ccc2c(c1)CCC2)C1CCCO1 (stereo not given),0,3,-5,8,2,2.9,5.7,1.1,27,-15
COc1ccc(/C(C)=N/Nc2nc3ccccc3nc2C)cc1OC,-1,0,5,-2,12,-0.6,-7.3,-0.5,-2,x
CC1CCN(CC(O)COC2CC(C)CCC2C(C)C)CC1 (stereo not given),-1,5,0,6,-1,i,-0.5,-0.3,38,-16
Cn1nc(-c2ccccc2)c(CSc2cccc(Cl)c2)c1Cl,7,-2,2,5,0,-1.2,x,1.3,-2,-44
COc1ccc(C)cc1N(CC(=O)NCCSCc1cccc(Cl)c1)S(C)(=O)=O,25,-2,-20,-4,8,-0.2,0.9,0.7,10,-2
Cc1cc(C(F)(F)F)n(-c2ccc(N)cc2)n1,0,6,-11,9,-4,-1.4,0.2,0.6,4,9
O=C1OC(/C(=C\NCc2ccccc2)[N+](=O)[O-])c2ccccc21 (stereo not given),5,9,9,4,1,0.2,0.9,-0.2,6,4
C=CCn1c(O)c(N=Nc2ccccc2O)c2ccccc21,-17,x,14,311*,-7,-0.3,-1.3,0.8,x,-7
Cc1onc(-c2c(Cl)cccc2Cl)c1NC(=O)N1CCSCC1,-1,-4,-2,-1,-2,0.2,0.7,-1.4,5,-6
COC(=O)CS(=O)(=O)c1ccc(C)cc1,-3,-2,-3,8,4,x,-0.5,0.7,7,0
COc1cc(S(=O)(=O)N2CCOCC2)ccc1NC(=O)COC(=O)CC12CC3CC(CC(C3)C1)C2,0,0,-14,-8,-3,i,x,0.7,19,-12
CC(=O)N1CCC(N(CCN2CCOCC2)C(=S)Nc2c(C)cccc2C)CC1,-2,6,3,7,1,i,0.5,-0.9,10,-5
O=C(NNC(=O)c1cc2ccccc2o1)c1ccc(F)cc1,6,x,x,1,-2,-0.5,0.7,0.0,x,-7
Cc1cc(C)nc(N/N=C/c2c[nH]c3ccccc23)n1,-2,4,10,9,2,-0.1,5.4,-0.1,5,x
COc1ccccc1N(CC(=O)Nc1ccc(C)cc1Cl)S(=O)(=O)c1cccs1,6,x,-3,11,-8,-3.8,1.3,1.1,x,-13
O=C(COc1cccc2c1CCN(Cc1ccccc1F)C2=O)N1CCCCC1,14,0,-9,0,-1,-1.3,1.1,0.4,52*,-10&-8
O=[N+]([O-])c1ccccc1S(=O)(=O)NC1CCCCCCC1,1,-7,-2,1,-3,-0.5,1.1,1.2,20,10
CN(Cc1ccccc1)C(=O)COC(=O)CNS(=O)(=O)c1ccc2ccccc2c1,28,x,-4,-2,2,i,1.0,0.8,x,-15
CCCc1c(C(=O)N/N=C(\C)c2ccc3c(c2)OCO3)nnn1-c1nonc1N,4,x,x,2,-4,-0.3,1.7,x,x,x
CCOc1ccc(CC2C(=O)NC(=O)N(c3ccc(CC)cc3)C2=O)cc1 (stereo not given),3,-6,-2,3,1,i,x,0.4,-14,-5
COc1ccc(-c2cc3c(=O)n(CC(=O)NCCCN4CCC(N5CCCCC5)CC4)ncn3n2)cc1,-7,1,-12,-8,2,-0.5,1.9,0.2,44,-5
Oc1ccc2c(ccc3[nH]cnc32)c1,7,3,8,5,0,-0.9,17*,-0.5,10,-22
CCCNC(=O)C1(CC2CC(c3ccccc3)=NO2)CCN(C(=O)c2cc(OCC)c(OCC)c(OCC)c2)CC1 (stereo not given),13,x,-6,8,3,-0.8,1.5,-0.1,x,-8
COc1ccc(/C=N/OCC(=O)Nc2nc3ccccc3s2)cc1OC,-1,0,-7,0,-5,i,x,1.5,-4,x
CN(C)c1ncccc1-c1nc2ccccc2s1,8,1,-12,-4,3,-0.9,-0.4,-0.1,13,-62
O=C(NCC(O)c1ccc([N+](=O)[O-])cc1)C1CCCCC1 (stereo not given),7,2,2,5,-5,-1.5,0.6,3.9,-6,6
Cc1cccc(N2CCN(S(=O)(=O)c3ccc(Cl)nc3)CC2C)c1 (stereo not given),-3,x,-2,-4,2,i,-0.8,1.5,x,-20
Cc1ccccc1CSc1nnc([C@@H]2CCCN2)o1,0,-3,-4,-11,-5,-0.5,0.9,0.0,24,-16
COc1ccc2c(c1OC)CN(C)CCc1cc3c(cc1C(O)C2)OCO3 (stereo not given),-2,-10,-5,10,-2,i,x,-1.1,24,-5
Cc1c(OC(C)C(=O)NCCCN2CCOCC2)ccc2c3c(c(=O)oc12)CCC3 (stereo not given),-13,-5,-1,11,3,i,0.4,-0.3,12,-4
Nc1cccc2c1C(=O)N(c1ccccc1)C2=O,-7,x,-4,15,-6,-0.4,-1.6,0.3,x,-20
CCOc1ccc(N(CC(=O)Nc2ccc(OC)cc2)S(=O)(=O)c2c(C)[nH]c(=O)[nH]c2=O)cc1,6,-3,-2,-4,2,i,-1.5,-0.5,6,-3
COc1ccccc1C1C2=C(COC2=O)Nc2cc3c(cc21)OCO3 (stereo not given),2,5,4,24,-9,-0.1,x,-0.9,9,-6
Cc1nonc1NC(=O)CSc1nc(C23CC4CC(CC(C4)C2)C3)nc2ccccc12,3,0,-4,-2,3,-0.2,0.2,-0.8,-4,-4
CCNC(=O)N(C)c1c(CC)nc2ccc(C(=O)N3CCN(C(=O)c4ccco4)CC3)cn12,-5,x,x,x,-4,-0.4,1.2,x,x,x
CN1CCN(C(=O)CN2C(=O)NC(C)(c3ccc4ccccc4c3)C2=O)CC1 (stereo not given),6,x,-9,3,3,-0.5,1.8,-1.6,x,-8

# 4 of these compounds in another layout:
# Value order – Y pestis TopoI	SARS 3CLpro inh	Rv3671c protease	MazEF act	Anthrax LF prot	Vc quorum ag	TcdB inh	PfHsp40 yeast	VHR inh abs	SSB-PriA inh
- Cc1cccc(N2CCN(S(=O)(=O)c3ccc(Cl)nc3)CC2C)c1 (stereo not given)
    -3	x	-2	-4	2	i	-0.8	1.5	x	-20
- CCNC(=O)N(C)c1c(CC)nc2ccc(C(=O)N3CCN(C(=O)c4ccco4)CC3)cn12
    -5	x	x	x	-4	-0.4	1.2	x	x	x
- Cc1ccccc1CSc1nnc([C@@H]2CCCN2)o1
    0	-3	-4	-11	-5	-0.5	0.9	0.0	24	-16
- Nc1cccc2c1C(=O)N(c1ccccc1)C2=O
    -7	x	-4	15	-6	-0.4	-1.6	0.3	x	-20

# (further entries)
SMILES,Y pestis TopoI,SARS 3CLpro inh,Rv3671c protease,MazEF act,Anthrax LF prot,Vc quorum ag,TcdB inh,PfHsp40 yeast,VHR inh abs,SSB-PriA inh
Nc1nnc(SCC(=O)Nc2cc(S(=O)(=O)N3CCOCC3)ccc2N2CCCC2)s1,0,x,-6,6,-4,i,0.4,-1.0,x,-4
O=C(Nc1cccc(F)c1)C1CCN(C(=O)c2ccc(Br)cc2)CC1,-4,1,-4,-3,1,-5.6,x,-0.1,18,-10
COC(=O)c1cc(OC)c(OC)cc1NC(=O)C1CCCO1 (stereo not given),2,1,-13,7,-4,-0.2,x,-1.4,1,-11
CN(C[C@H](c1ccccc1)N(C[C@H](Cc1ccccc1)N(CCc1ccccc1)N=O)N=O)N=O,32,2,-6,3,-10,i,1.1,-0.6,14,-8
Cc1cc(C(=O)N/N=C/c2ccc(C)s2)n[nH]1,-2,-4,-6,10,-2,-0.2,0.6,-1.2,12,x
C=CCNC(=S)Nc1c(C(=O)OC)[nH]c2cc(OC)ccc12,-7,-1,1,6,-1,0.1,-0.4,0.5,-6,9
COc1ccc(/C(C)=N\Nc2nc(-c3ccc(Cl)cc3)cc(C(F)(F)F)n2)cc1OC,-9,-2,-8,-17,1,-0.3,0.8,-1.3,-2,x
CS(=O)(=O)c1ccccc1C(=O)Nc1cccc(-c2nc3ccccc3o2)c1,15,-1,-2,1,-2,i,0.0,0.2,4,3&2
COc1ccc2nc(NCCCO)[nH]c2c1,5,0,7,2,-4,x,x,-0.5,-18,-14
O=C(CN1CCCCCCC1)N/N=C/c1ccc([N+](=O)[O-])o1,6,-2,-22,13,x,i,0.8,2.4,8,x
CCOC(=O)C1=C(C)NC(C)=C(C(=O)OC)C1c1cccc([N+](=O)[O-])c1 (stereo not given),-13,3&1,5,6,-12,i,2.0,0.1,1&26,-1
CCC(=O)Nc1nc2ccc3nc(C)sc3c2s1,1,1,-6,14,-3,2.8,0.2,0.7,-10,-14
CC(=O)Nc1ccc(NC(=O)Cc2ccc(S(=O)(=O)N3CCCCC3)cc2)cc1,-5,x,x,-2,2,2.1,13*,-1.1,x,-4
Nc1ccc2nc(SCC(=O)c3ccccc3)sc2c1,-10,-3,2,0,16,-0.7,0.5,0.2,8,9
O=C(c1ccc(=O)oc1)N1CCC(C(O)(c2ccccc2)c2ccccc2)CC1,1,-1,-5,-2,-1,0.0,1.0,0.3,24,-3
Nc1cc(=O)[nH]c(SCC(=O)Nc2cccc(S(=O)(=O)N3CCCCCC3)c2)n1,6,x,-6,8,-1,i,0.2,-0.7,x,-5
CCC1Sc2ccc(S(=O)(=O)CCC(=O)Nc3c(Cl)cc(OC)cc3OC)cc2NC1=O (stereo not given),4,0,9,7,-2,-0.4,-4.0,11,-9,6
CC(C)C1S/C(=N/N=C/c2ccco2)NC1=O (stereo not given),4,0,-9,-1,3,-1.9,x,58*,10,x
c1ccc(C(c2nnnn2Cc2cccs2)N2CCN(C3CCCC3)CC2)cc1 (stereo not given),5,-2,12,-3,1,-0.9,x,-0.2,-4,-12
CCOC(=O)C1CCCN(C(=O)c2ccccc2NC(=O)C2=C(C)OCCS2)C1 (stereo not given),5,3,-1,-3,-3,-0.2,1.5,-1.6,5,-10
O=C(CN1CCCCC1)N1c2ccccc2Oc2ccccc21,6,4,2,0,-3,-0.7,x,-0.4,7,-1
O=C(Cc1ccccc1)N/N=C/c1ccc(OC(=O)/C=C\c2ccco2)cc1,6,2,-15,4,0,5.7,x,-0.4,-9,x
CN(C)c1ccc(NC(=O)COC(=O)c2ccc3c(c2)OCO3)cc1,-2,x,7,6,-9,i,-3.5,-0.8,x,4
Cc1ccc(C(=O)N/N=C\c2ccc[nH]2)cn1,5,2,-6,1,1,-1.4,x,-0.3,2,x
COC(CNc1nc(SC)nc2sc3c(c12)CCN(C)C3)OC,4,2,3,0,16,i,1.2,8.7,20,-7
